TAAR1 ag: human TAAR1 agonism; hit rate 0.99% among 360,000; CHO RD-HGA16 TAAR1, Fluo-8 calcium fluorescence; vehicle wells 0%, saturating PEA agonist 100%; AID 624467; activation, % at 3 µM;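 active = activation above the mean activation of all test compounds in the run plus 3 SD, cut at about 38% in these data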
Target sequence (Q96RJ0 whole entry, looked up): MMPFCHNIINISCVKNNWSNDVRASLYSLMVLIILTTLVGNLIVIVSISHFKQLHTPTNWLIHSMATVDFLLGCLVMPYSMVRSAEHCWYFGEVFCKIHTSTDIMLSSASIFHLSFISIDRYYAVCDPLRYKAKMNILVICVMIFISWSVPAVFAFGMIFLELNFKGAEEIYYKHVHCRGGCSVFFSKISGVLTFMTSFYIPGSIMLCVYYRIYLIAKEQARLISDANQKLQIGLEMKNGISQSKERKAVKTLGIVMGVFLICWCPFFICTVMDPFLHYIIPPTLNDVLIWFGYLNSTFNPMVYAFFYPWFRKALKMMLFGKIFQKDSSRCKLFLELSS
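Test system: RD-HGA16 (CHO) cells co-expressing Gα16 and hTAAR1; dosing: one-point dosing at 3 µM (nominal); timing: 17-24 h seeding, 75 min 37 °C dye, 30 min RT; signal: kinetic Fluo-8 calcium fluorescence; read-out basis: % activation relative to PEA EC100 response; controls: DMSO and PEA EC100; replicates: n 1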
CHO-K1 Ca antag: counter-screen for M1 antagonists: effect in parental CHO-K1 cells; ATP-induced calcium, Fluo-8 fluorescence; inhibition, % at 3 µM; hit rate 0.6% among 360,000; AID 602250;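 active = inhibition above a per-plate cutoff, the plate's mean sample inhibition plus 3 SD, cut at about 24% in these data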;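 also: 0% = DMSO plus EC80 ATP and 100% = DMSO alone without ATP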
CHRM1 agonist: human M1 muscarinic receptor agonism; P11229; CHO-K1 hM1, Fluo-8 calcium fluorescence, agonist mode; 0% DMSO, 100% acetylcholine EC100; activation, % at 3 µM; hit rate 0.33% among 360,000; AID 588814;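 active = activation above the run's mean compound activation plus 3 SD, cut at about 16% in these data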;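 also: peak over basal fluorescence ratio within a 140 s kinetic read after compound addition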
Target sequence (P11229 whole entry, looked up): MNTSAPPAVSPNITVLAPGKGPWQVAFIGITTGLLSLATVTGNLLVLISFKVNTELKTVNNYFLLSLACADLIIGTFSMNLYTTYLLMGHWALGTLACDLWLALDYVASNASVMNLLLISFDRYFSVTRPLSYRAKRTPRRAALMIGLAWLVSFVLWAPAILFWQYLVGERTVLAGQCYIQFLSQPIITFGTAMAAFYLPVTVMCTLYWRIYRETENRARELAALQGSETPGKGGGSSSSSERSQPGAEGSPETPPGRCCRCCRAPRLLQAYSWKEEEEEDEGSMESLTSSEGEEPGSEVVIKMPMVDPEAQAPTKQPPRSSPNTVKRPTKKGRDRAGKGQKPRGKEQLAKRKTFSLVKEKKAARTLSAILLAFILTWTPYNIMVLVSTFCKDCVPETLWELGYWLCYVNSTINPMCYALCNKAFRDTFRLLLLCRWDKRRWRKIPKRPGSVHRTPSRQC
CHRM1 antagonist: blocks human M1 muscarinic receptor. CHO-K1 hM1, Fluo-8 calcium fluorescence, ACh EC80 antagonist. inhibition, % at 3 µM. hit rate 1.3% among 360,000. P11229;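 active = percent inhibition above its own plate's cutoff, namely the mean of that plate's compound wells plus 3 SD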;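 also: peak over basal fluorescence ratio during 140 s after agonist addition; 0% = ACh EC80 plus DMSO and 100% = DMSO alone without agonist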
CHO parental Ca: counter-screen for OX1R antagonists: effect in parental CHO cells | parental CHO-K1, ATP-induced calcium, Fluo-8 fluorescence | inhibition, % at 5.6 µM | hit rate 0.63% among 330,000;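 active = inhibition above that plate's mean sample inhibition plus 3 SD, cut at about 26% in these data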;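 also: 0% = ATP-challenged DMSO wells and 100% = DMSO wells without ATP; some compounds past the cut are filed as inactive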
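Measured by: calcium-sensitive Fluo-8 fluorescence / Test system: CHO parental line / Controls: ATP-challenged DMSO wells low, unchallenged DMSO wells high / Measure: % inhibition / Compound: single nominal dose of 5.6 µM per compound / Replicates: single well per compound, no replicates / Reagent: ATP as calcium-mobilizing challenge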
M1 PAM: positive allosteric modulators of human M1 muscarinic receptor | P11229 | CHO-K1 hM1, Fluo-8 calcium fluorescence, ACh EC20; 0% = ACh EC20, 100% = maximal ACh | activation, % at 3 µM | hit rate 0.088% among 360,000; in the data active = activation above about 19%, passing the limit was not always enough
M1 PAM parental: nonselective activator or artifact in parental CHO-K1 calcium assay. ATP EC20, Fluo-8 calcium fluorescence; 0% at ATP EC20, 100% at ATP max. AID 602247. hit rate 0.02% among 360,000. activation, % at 3 µM;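 active = activation above the run cutoff, the mean activation of all test compounds plus 3 SD, cut at about 40% in these data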;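 also: peak over basal fluorescence ratio in a 140 s read after ATP addition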
TAAR1 antag: human TAAR1 antagonism; Q96RJ0; CHO RD-HGA16 TAAR1, Fluo-8 calcium fluorescence, antagonist; inhibition, % at 3 µM; hit rate 1.5% among 360,000;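 active = inhibition above a per-plate cutoff, the mean inhibition of test compounds on that plate plus 3 SD, cut at about 49% in these data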;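 also: 0% = DMSO plus EC80 beta-PEA response and 100% = DMSO alone without agonist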
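Assay system: CHO-derived RD-HGA16 cells stably expressing human TAAR1 plus Gα16. Timing: 140 s kinetic read after compound, 140 s after agonist. Technique: kinetic Fluo-8 calcium fluorescence measurement. Measure: % inhibition of agonist calcium response.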
CHO-K1 Ca ag: nonselective activator or artifact in parental CHO-K1 cells. AID 602248. activation, % at 3 µM. hit rate 0.48% among 360,000. Fluo-8 calcium fluorescence; scaled to maximal ATP response, vehicle zero; in the data active = activation above about 15%;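 also: untransfected CHO-K1 host cells lacking M1 receptor as counterscreen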
* hit, by the source's call; . = not tested or not shown.

Codes – A = TAAR1 ag; B = CHO-K1 Ca antag; C = CHRM1 agonist; D = CHRM1 antagonist; E = CHO parental Ca; F = M1 PAM; G = M1 PAM parental; H = TAAR1 antag; I = CHO-K1 Ca ag
Cc1ccc(S(=O)(=O)N2CCN(C(=O)COC(=O)/C=C/c3ccc([N+](=O)[O-])cc3)CC2)c(C)c1
  A: 4	B: -12	C: -1	D: 12	E: 11	F: -13	G: 2	H: 17	I: 2.1
CN(CC(=O)NCCc1ccccc1)S(=O)(=O)c1ccc(Br)s1
  A: 8	B: -4	C: 0	D: -8	E: -22	F: 7	G: -2	H: -11	I: 0.2
CCCCN(CCCNC(=O)c1ccc2nc(N3CCOCC3)sc2c1)Cc1ccccc1
  A: 3	B: 23	C: -4	D: 17	E: -23	F: -14	G: -8	H: -5	I: -0.1
O=C(NCCCN1CCOCC1)c1ccc2c(=O)n(CCc3ccccc3)c(=O)[nH]c2c1
  A: 6	B: -10	C: -1	D: -5	E: -12	F: 6	G: 7	H: 3	I: 1.2
C#Cc1ccc(CN2CCC(Oc3cc(C(=O)NC4CC4)ccc3OC)CC2)cc1
  A: 0	B: 0	C: -3	D: 2	E: .	F: 0	G: -16	H: -4	I: 0.5
CC/C(=N\Nc1ccccc1[N+](=O)[O-])c1ccc(O)cc1
  A: 2	B: -16	C: -9	D: -6	E: -4	F: 6	G: 8	H: -21	I: -0.2
CCOC(=O)NC(=O)CSc1nc2ccc([N+](=O)[O-])cc2[nH]1
  A: 7	B: -4	C: -1	D: -13	E: -9	F: 10	G: -4	H: -9	I: 0.9
CC(C)Cn1c(CCC(=O)O)ccc1-c1cccs1
  A: 1	B: -11	C: -4	D: -9	E: 2	F: 8	G: 16	H: -3	I: 0.3
CCCCOC(=S)NC(=O)c1sc2ccccc2c1Cl
  A: 7	B: -5	C: -5	D: -5	E: 8	F: 1	G: 7	H: -9	I: -0.2
CCn1c(SCC(N)=O)nc2ccccc2c1=O
  A: 2	B: -11	C: 0	D: 0	E: -2	F: 2	G: -4	H: -5	I: 0.9
CC1CCN(C(=O)COC(=O)c2cccc(S(=O)(=O)N3CCOCC3)c2)CC1
  A: 1	B: -16	C: -1	D: -11	E: .	F: 7	G: 2	H: -17	I: 0.1
COC(=O)C1C(=O)C2=C(CC1C)NC(C)=C(C(=O)OC1CCCCC1)C2c1ccc(N(C)C)cc1 (stereo unspecified)
  A: 0	B: 1	C: -3	D: -7	E: -20	F: 4	G: 11	H: 12	I: 0.3
Cc1nn(C(C)C(=O)NCC2CCCO2)c(C)c1[N+](=O)[O-] (stereo unspecified)
  A: 0	B: 15	C: -4	D: -14	E: -5	F: 6	G: -21	H: -11	I: -0.3
N=c1c2c3c(sc2nc2n1CCCCC2)CCCCC3
  A: 9	B: -13	C: -4	D: 92*	E: 0	F: -21	G: 8	H: 9	I: 2.8
Cc1ccccc1OCC(=O)Nc1ccc(S(=O)(=O)Nc2onc(C)c2C)cc1
  A: -1	B: -8	C: 3	D: -10	E: 13	F: 21	G: 4	H: -8	I: 0.3
Cn1ccnc1/C(=N\NC(=O)c1ccc(O)cc1)c1cccc([N+](=O)[O-])c1
  A: -1	B: -16	C: -4	D: -18	E: -4	F: 4	G: 10	H: -11	I: 0.2
O=C(O)COc1ccc(NC(=O)c2ccc3c(c2)C(=O)N(C2CCCCC2)C3=O)cc1
  A: 0	B: 1	C: 3	D: -16	E: -2	F: 9	G: 8	H: -14	I: 1.2
COc1ccc(C2C3=C(CCCC3=O)Nc3nc(SCc4ccccc4)nn32)cc1OC (stereo unspecified)
  A: 7	B: -5	C: -6	D: -8	E: -13	F: 6	G: 3	H: -4	I: -0.1
O=C(N/N=C/c1ccco1)c1cc(-c2ccccc2)nc2ccccc12
  A: 3	B: -6	C: 0	D: -14	E: -22	F: 13	G: 6	H: 9	I: 1.0
COC(=O)c1c(NC(=O)c2cccc([N+](=O)[O-])c2)sc(C(N)=O)c1C
  A: 2	B: 29*	C: -4	D: 9	E: -2	F: -6	G: -10	H: 10	I: -0.7
O=C(CN1N=C(c2ccc(Cl)cc2)CCC1=O)NCc1cccnc1
  A: -1	B: -4	C: -8	D: -5	E: -9	F: 4	G: 13	H: -1	I: 0.8
Cc1ccc(C(=O)C(C(=O)/C=C/c2ccccc2)=C2SCCCS2)cc1
  A: 3	B: 7	C: -1	D: -22	E: -15	F: 3	G: -1	H: 9	I: 0.3
CN1CCc2c(sc(NC(=O)c3ccco3)c2C(N)=O)C1
  A: 2	B: 8	C: -2	D: -3	E: 0	F: 8	G: -18	H: -9	I: 0.0
N#CCS(=O)(=O)c1ccccc1
  A: 12	B: 0	C: -2	D: 12	E: -12	F: -4	G: -10	H: -17	I: -0.1
CCOC(=O)c1[nH]c2ccc(F)cc2c1NC(=O)CCN1CCOCC1
  A: 0	B: 1	C: -12	D: -8	E: -2	F: 6	G: 12	H: 1	I: 0.1

Complete entries, looked up by structure. Screens in order: TAAR1 ag | CHO-K1 Ca antag | CHRM1 agonist | CHRM1 antagonist | CHO parental Ca | M1 PAM | M1 PAM parental | TAAR1 antag | CHO-K1 Ca ag
CCOC(=O)NC(=O)CSc1nc2ccc([N+](=O)[O-])cc2[nH]1 in the list: 7 | -4 | -1 | -13 | -9 | 10 | -4 | -9 | 0.9
Cc1ccc(C(=O)C(C(=O)/C=C/c2ccccc2)=C2SCCCS2)cc1 in the list: 3 | 7 | -1 | -22 | -15 | 3 | -1 | 9 | 0.3

Continued.
Codes – A = TAAR1 ag; B = CHO-K1 Ca antag; C = CHRM1 agonist; D = CHRM1 antagonist; E = CHO parental Ca; F = M1 PAM; G = M1 PAM parental; H = TAAR1 antag; I = CHO-K1 Ca ag
CCC(C)(C(=O)NC1CCCCC1)N(C(=O)Cc1cccs1)c1ccccc1 (stereo unspecified)
  A: 1	B: -12	C: -4	D: -12	E: 6	F: 5	G: 27	H: -8	I: 1.0
CC(=O)c1c(C(C)=O)c(C)n(C2CCCCC2)c1C
  A: 6	B: -9	C: 0	D: 5	E: -6	F: 15	G: -1	H: -7	I: 0.2
O=C(c1ccc2c(=O)n(Cc3ccc4c(c3)OCO4)c(=O)[nH]c2c1)N1CCN(c2ccccc2)CC1
  A: 0	B: -13	C: -1	D: -1	E: -5	F: 1	G: 7	H: -9	I: 0.6
Cc1cc(SCC(=O)N/N=C/c2ccc(O)c(O)c2)c(C)cc1Br
  A: 24	B: 17	C: -2	D: 6	E: -5	F: -3	G: -5	H: 41	I: 0.8
C=C1SC(=Nc2c(C)cc(C)cc2C)N(C(=O)c2sc3ccccc3c2Cl)C12CCCCC2
  A: 7	B: -3	C: -6	D: -5	E: -10	F: 1	G: 11	H: -3	I: 0.5
CC(C)(C)NC(=O)C(=O)NCc1ccccn1
  A: 10	B: 0	C: -6	D: -14	E: 1	F: 11	G: 3	H: -18	I: -0.1
CCOC(=O)c1cc(C)nc(S(C)(=O)=O)c1C#N
  A: 0	B: 16	C: -5	D: -3	E: 4	F: 7	G: -23	H: -13	I: -0.3
Cc1c(Cl)ccc2sc(NC(=O)c3ccco3)nc12
  A: 7	B: -3	C: -4	D: -10	E: -8	F: 5	G: 20	H: -5	I: 2.3
O=C1c2ccccc2NC(c2ccccc2)N1NS(=O)(=O)c1ccccc1 (stereo unspecified)
  A: 10	B: -6	C: -8	D: -7	E: -8	F: 15	G: 17	H: -2	I: 0.2
CN(C(=O)c1cccc(NC(=O)Cc2ccc(NC(=O)C3CCCN(C(=O)C4CCC4)C3)cc2)c1)C1CC1 (stereo unspecified)
  A: 0	B: -11	C: -7	D: -7	E: .	F: -1	G: 19	H: 8	I: 0.3
COc1ccc(C2CC(c3cccs3)=NN2C(=O)CSc2nncn2C)cc1OC (stereo unspecified)
  A: 5	B: -13	C: -6	D: -15	E: -6	F: 9	G: 1	H: -14	I: -0.4
COc1ccc(S(=O)(=O)N2CCN(C(=O)c3cccnc3)CC2)cc1OC
  A: -1	B: -10	C: -4	D: -13	E: 0	F: 4	G: 9	H: -6	I: 1.2
O=c1[nH]cnc2c1C(c1ccc(Cl)cc1)c1c(nc[nH]c1=O)O2
  A: .	B: -15	C: 4	D: -16	E: .	F: 19	G: 19	H: .	I: 1.0
COC(=O)C1=CN(C)C=C(C(=O)OC)C1c1ccc(O)c(OC)c1
  A: 12	B: -9	C: -6	D: -5	E: -2	F: 3	G: 20	H: -7	I: 0.0
OC[C@@H]1CN(Cc2ccco2)C[C@H](n2cnc3c(Nc4ccccc4)ncnc32)O1
  A: 2	B: -8	C: -4	D: -9	E: .	F: 2	G: 20	H: -15	I: 1.7
COc1ccccc1C(C)NCC(=O)NCc1ccc(C)cc1 (stereo unspecified)
  A: 0	B: 1	C: -10	D: 1	E: -22	F: 0	G: 15	H: -6	I: 0.8
Nc1nonc1-c1noc(N2CCCCC2)n1
  A: -1	B: 6	C: -9	D: -7	E: -7	F: 0	G: 2	H: 9	I: -0.3
O=C(c1ccc(Cl)c(S(=O)(=O)N2CCCCCC2)c1)N1CCN(CCO)CC1
  A: 7	B: -3	C: -5	D: -5	E: -18	F: 3	G: 4	H: 16	I: 0.3
CCCN(CCC)S(=O)(=O)c1cccc(C(=O)Nc2ccc3c(c2)OCO3)c1
  A: 3	B: 5	C: 4	D: -2	E: -10	F: -2	G: -5	H: -5	I: 0.8
Cc1nc(C(F)(F)F)ccc1C(=O)N1CCC(C)(C(=O)NS(=O)(=O)C2CC2)C1 (stereo unspecified)
  A: 0	B: 1	C: -1	D: 2	E: .	F: -1	G: -4	H: -10	I: 0.3
CN1CCN(c2oc(-c3ccccc3Cl)nc2S(=O)(=O)c2ccccc2)CC1
  A: 2	B: -4	C: -3	D: -8	E: -14	F: 4	G: 7	H: 0	I: 2.1
CCN(CC)C(=O)CSCC(=O)Nc1ccccc1
  A: -1	B: 5	C: -4	D: 11	E: -2	F: -7	G: -11	H: -7	I: 0.0
CSCCC(NC(=O)C1CCC(C)CC1)C(=O)Nc1ccc(NC(C)=O)cc1 (stereo unspecified)
  A: -1	B: -14	C: -4	D: -18	E: -13	F: 10	G: 8	H: 7	I: 0.8
O=C(Cn1nnc2ccccc21)c1ccc(Cl)cc1
  A: -1	B: 5	C: -1	D: -26	E: -5	F: 19	G: -7	H: 7	I: 0.9
